SENP6 inh – inhibitors of human SENP6 protease | Q9GZR1 | Recombinant SENP6 catalytic domain, aminoluciferin luminescence | inhibition, % at 10 µM | actives 1.8% (n = 330,000) | AID 2599;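 active means inhibition above about 50% at the single tested dose, limit read from the data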;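 further: plate controls were DMSO wells with enzyme for no effect and DMSO wells lacking enzyme for full effect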
Target sequence (Q9GZR1 628-1112 limits assumed): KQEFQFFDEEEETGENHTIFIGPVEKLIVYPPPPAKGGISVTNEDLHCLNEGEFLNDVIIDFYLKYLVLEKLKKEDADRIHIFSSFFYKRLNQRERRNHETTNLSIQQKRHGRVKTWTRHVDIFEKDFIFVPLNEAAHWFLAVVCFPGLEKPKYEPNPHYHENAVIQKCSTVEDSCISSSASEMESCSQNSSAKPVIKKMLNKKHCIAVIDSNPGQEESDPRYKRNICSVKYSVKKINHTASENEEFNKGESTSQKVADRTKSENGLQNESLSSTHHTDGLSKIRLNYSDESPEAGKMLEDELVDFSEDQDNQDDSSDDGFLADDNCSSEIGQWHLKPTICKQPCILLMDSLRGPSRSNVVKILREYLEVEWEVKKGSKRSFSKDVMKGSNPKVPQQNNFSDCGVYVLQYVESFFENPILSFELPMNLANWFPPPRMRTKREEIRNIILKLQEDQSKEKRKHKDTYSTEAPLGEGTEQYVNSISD
HKDC1 inhibitor – inhibitors of human hexokinase HKDC1; actives 0.16% (n = 340,000); recombinant HKDC1, G6PDH/diaphorase resazurin coupled fluorescence; inhibition, % at 20 µM; Q2TB90;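 active means inhibition above about 35% when tested at 20 µM, limit read from the data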;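 further: plate controls were DMSO wells with enzyme for no effect and DMSO wells lacking enzyme for full effect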
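Material: recombinant HKDC1 hexokinase; Amount: HKDC1 at 5 µg/mL; Medium: Tris pH 8.0 buffer with MgCl2, Tween-20, BSA, BME; Schedule: 90 min reaction incubation at room temperature, dark; Technique: coupled resazurin fluorescence, excitation 525 nm, emission 613 nm.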
SENP8 block-1 – SENP8 protease inhibition; Q96LD8; purified SENP8, Z-RLRGG-aminoluciferin cleavage, luminescence; inhibition, % at 10 µM; actives 1.2% (n = 330,000); AID 2540; in the data active means inhibition above about 50%
Target sequence (Q96LD8 whole entry, looked up): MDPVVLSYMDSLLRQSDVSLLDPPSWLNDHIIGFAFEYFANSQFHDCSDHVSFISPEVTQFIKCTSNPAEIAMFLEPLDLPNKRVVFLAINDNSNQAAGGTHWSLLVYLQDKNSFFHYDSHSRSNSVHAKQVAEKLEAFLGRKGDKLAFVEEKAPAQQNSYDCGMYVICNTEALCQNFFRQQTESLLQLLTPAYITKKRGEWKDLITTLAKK
SENP7 inh – SENP7 protease inhibition; actives 1.5% (n = 330,000); AID 434973; inhibition, % at 5 µM; Q9BQF6; recombinant SENP7, Z-RLRGG-aminoluciferin luminescence, 40 min;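 active means inhibition above about 50% at the single test dose, limit read from the data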;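 further: plate controls were DMSO with enzyme for no effect and no enzyme buffer wells for full effect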
MIN6 prolif – MIN6 beta-cell proliferation induction; MIN6 cells proliferation, ATPlite luminescence, 48 h; cells starved in 0.2% serum; 100% = growth in 10% serum; proliferation, % at 10 µM; actives 0.29% (n = 330,000); AID 2380;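 active means compounds whose signal lies at least 3.5 SD above the mean of all wells on their plate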;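 further: 0% = DMSO-treated cells in low-serum medium and 100% = 10% serum control; some compounds called inactive have numbers as strong as hits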
SENP8 block-2 – inhibitors of human SENP8 protease; Q96LD8; recombinant SENP8, Nedd8 substrate fluorescence; inhibition, % at 20 µM; actives 0.64% (n = 360,000); AID 602440; in the data active means inhibition mostly above about 40%, no sharp cut-off; inactive means mostly below about 27%
SENP1 FRET inh – blocks the human SENP1 SUMO protease catalytic domain; recombinant SENP1 catalytic domain, CyPet-SUMO1-YPet FRET cleavage; inhibition, % at 10 µM; actives 0.21% (n = 360,000); Q9P0U3;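 active means inhibition at least 30% at 10 µM, raw YFP signal under a set limit, fluorescence ratio 0.5 to 1.5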;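 further: 0% = enzyme with DMSO and 100% = no enzyme wells; some results filed as inactive read as strong as hits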
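Test system: recombinant human SENP1 catalytic domain, His6-tagged / Medium: pH 8 Tris buffer with EDTA, NaCl, BME, BSA, NP40, catalase / Also added: SUMO1 FRET substrate flanked by Cypet and Ypet, 25 nM / Times: 50 min reaction at room temperature / Signal: FRET, CFP and YFP emission / Control set: no-enzyme low control and enzyme-plus-DMSO high control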
UBC13 polyUb – blocks human UBC13 polyubiquitin chain formation; P61088; TR-FRET; inhibition, % at 20 µM; actives 0.47% (n = 330,000); in the data active means inhibition above about 45%, passing the limit was not always enough
Target sequence (P61088 whole entry, looked up): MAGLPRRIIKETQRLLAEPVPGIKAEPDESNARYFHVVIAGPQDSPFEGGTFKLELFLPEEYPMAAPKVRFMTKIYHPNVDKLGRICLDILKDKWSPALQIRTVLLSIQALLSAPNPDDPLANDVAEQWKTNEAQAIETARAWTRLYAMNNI
PfG6PD inh – PfG6PD (Plasmodium falciparum) enzyme inhibition; actives 0.78% (n = 350,000); PfGluPho enzyme, NADPH resazurin-diaphorase fluorescence; inhibition, % at 20 µM;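 active means inhibition reaching at least a set limit at 20 µM in the primary screen, cut at about 59% in these data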;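 further: 0% = DMSO wells with substrate and 100% = DMSO wells lacking glucose-6-phosphate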
Numbers without * were called inactive; i = inactive; . = not tested or not shown.

SMILES	SENP6 inh	HKDC1 inhibitor	SENP8 block-1	SENP7 inh	MIN6 prolif	SENP8 block-2	SENP1 FRET inh	UBC13 polyUb	PfG6PD inh
CCCC(C)C(=O)N(Cc1ccccc1)c1ccccn1 (stereo not drawn)	15.7	7.8	6.4	-0.1	-3.8	6.3	-0.5	4.9	-5.7
COC(CNC(=O)Cn1ncc2ccsc2c1=O)OC	-0.9	4.5	-0.1	-3.7	-1.1	6.1	2.9	-0.5	10.2
CCOC(=O)c1cnn(-c2ccccc2)c1-n1cccc1C(=O)C(=O)Nc1ccccc1C(F)(F)F	4.0	0.9	4.2	-5.0	-2.7	27.8	2.8	-1.6	26.9
CC(CCc1ccccc1)NC(=O)CCC(=O)N1CCC(C(N)=O)CC1 (stereo not drawn)	-2.8	-4.8	-6.8	-6.3	0.6	2.9	-0.3	2.5	9.1
COc1ccc(C)cc1NC(=O)C(c1ccccc1)N1CCN(CC(=O)N2CCCC2)CC1 (stereo not drawn)	2.4	-7.7	4.5	-7.7	5.5	6.1	0.3	4.5	-0.1
O=C1c2cc([N+](=O)[O-])ccc2-c2cc(Br)c(N=C(NO)C(F)(F)F)cc21	.	3.9	.	.	.	15.1	68.8*	.	16.9
O=C(NCCO)C(=O)Nc1cc2c3c(c1)CCC(=O)N3CCC2	20.7	-1.5	-10.2	-15.2	-3.1	3.3	-0.7	-10.5	3.4
CCOc1cc(C2NN=C(c3ccc(C)cc3)S2)ccc1O (stereo not drawn)	.	1.2	.	.	.	-334.1	-20.1	.	36.1
CC(=O)Oc1ccc(C(=O)O)c(OC(C)=O)c1	6.6	-9.4	-3.5	10.6	-2.6	0.9	0.3	-2.6	-10.6
CC[n+]1c(/C=C/c2ccc(OC)c(OC)c2)ccc2ccccc21	2.0	-3.4	-5.7	3.9	-0.8	-344.4	20.4	-28.0	-5.2
CC(=O)Nc1ccc2c(c1)C(=O)c1ccccc1C2=O	-14.1	12.7	-8.6	12.0	-2.0	17.5	0.7	-17.4	-4.2
COCCNC(=O)/C(C#N)=C/c1cccc(NC(=O)c2ccccc2Cl)c1	5.5	-6.6	-3.2	1.7	0.9	-31.6	-2.9	4.9	9.9
CNC(=O)OC(C)CNS(=O)(=O)c1ccc(C)cc1 (stereo not drawn)	-11.6	-3.4	4.6	1.6	-3.0	2.1	1.1	-2.2	3.6
O=C(C[n+]1cc(-c2ccc(Cl)c(Cl)c2)n2c1CCC2)N1c2ccccc2Sc2ccccc21	-16.0	13.1	-9.0	-5.5	0.0	23.9	-0.3	45.2*	-24.1
COCCCNC(=O)C(=O)Nc1cc2c3c(c1)CCN3C(=O)CC2	5.0	-6.4	7.3	4.7	2.0	18.7	0.6	-0.7	11.4
CC1CCN(CCNC(=O)c2ccc(NC(=O)C3CCCO3)cc2)CC1 (stereo not drawn)	-8.0	-4.2	-3.9	6.3	-1.3	19.8	-1.0	4.1	-8.7
COC(=O)c1c(NC(=O)COC(=O)c2ccc(O)cc2)sc2c1CCCCC2	-6.5	-4.6	-3.3	-1.9	-6.2	-10.3	-1.7	-24.6	3.3
O=C(COC(=O)c1cc(S(=O)(=O)N2CCCCC2)ccc1N1CCOCC1)c1ccc(Cl)cc1	-5.6	-3.5	-4.6	9.5	0.1	8.1	1.5	13.3	15.2
Cc1nc(NN)nc(NCc2ccccc2)n1	-1.3	-0.4	-7.9	3.2	-3.5	19.6	2.5	-4.4	-17.6
O=C(CSc1nc2ccccc2o1)NC(=O)NCc1ccco1	-1.6	0.0	3.7	4.8	0.3	12.7	-1.6	9.4	-3.8
O=C(CN1CCN(Cc2ccccc2)CC1)N/N=C\C=C/c1ccco1	9.1	12.7	1.9	2.7	1.8	13.6	1.0	-17.5	3.0
COc1ccc(OC)c(C(=O)COC(=O)c2ccccc2O)c1	11.1	2.4	8.4	10.0	1.1	-81.2	0.5	10.7	12.0
NC(=O)c1nn(CC(=O)Nc2cccc(S(=O)(=O)N3CCCC3)c2)c(=O)c2ccccc12	-12.9	-2.3	3.4	3.5	-1.0	8.3	0.8	-0.5	-2.2
CC(C)(C)c1ccc(OCCC(=O)OCC(=O)Nc2ccc(N3CCOCC3)cc2)cc1	-15.3	4.7	-16.5	-19.3	-1.4	13.8	3.8	-4.0	18.3
COc1ccc(S(=O)(=O)N2CCN(C(=O)C3CCCCC3)CC2)cc1	38.3	-6.1	22.3	2.2	5.5	11.1	4.2	5.9	-1.1
C=CCN(CC=C)C(=O)CN1C(=O)c2ccccc2C1=O	-11.6	-8.6	7.3	1.6	0.9	4.7	3.6	6.9	-15.9
OCC1(CCOc2ccccc2)CCN(Cc2ccc(OC(F)F)cc2)CC1	-8.9	-5.1	4.4	1.6	-2.2	-0.4	-0.2	5.8	-8.2
O=C(O)CCc1ccc(-c2cccs2)o1	-14.1	-6.9	3.0	-0.9	-2.3	-59.8	-3.8	-5.7	47.5
COc1ccccc1NC(=O)C(C)Sc1nc(-c2ccccc2)cn1N (stereo not drawn)	7.8	18.6	1.2	-0.4	-1.9	8.3	1.7	23.0	25.0
CCCCn1nnnc1NCc1ccc(OC)c(OC)c1	5.7	0.0	5.9	-3.4	-4.0	16.9	1.7	-6.2	-0.1
CN(C)S(=O)(=O)c1cc(NC(=O)CN2CCN(c3ccc(O)cc3)CC2)ccc1Cl	-10.8	-4.8	-0.1	-6.6	-5.8	-8.0	1.8	-13.8	43.2
c1ccc(-n2cc(CN3CCCC3)c(-c3ccc4c(c3)OCO4)n2)cc1	33.9	-8.0	2.5	3.5	-3.2	-9.9	-0.9	4.7	1.2
O=C(CCOc1ccccc1)Nc1ccnn1C1CCN(Cc2ccc(CO)o2)CC1	-6.9	-7.5	-5.0	-12.3	4.0	1.6	-0.7	-5.9	15.8
COc1ccc(/C=C/C(=O)NCC(c2ccc(F)cc2)N2CCOCC2)cc1OC (stereo not drawn)	-10.8	3.3	2.2	5.2	-1.2	-98.4	-8.8	5.6	4.7
O=C(CCC(=O)Nc1ccccc1Cl)NNC(=O)c1ccccc1[N+](=O)[O-]	-28.1	-9.8	-11.7	-6.8	0.3	4.8	-0.6	-2.4	-18.8
c1ccc(CSc2nnnn2-c2cccc3ccccc23)nc1	-5.6	-1.1	-5.8	-7.8	0.4	13.5	3.2	-0.8	-12.9

4 of these compounds, set out differently:
SMILES | SENP6 inh | HKDC1 inhibitor | SENP8 block-1 | SENP7 inh | MIN6 prolif | SENP8 block-2 | SENP1 FRET inh | UBC13 polyUb | PfG6PD inh
COc1ccccc1NC(=O)C(C)Sc1nc(-c2ccccc2)cn1N (stereo not drawn) | 7.8 | 18.6 | 1.2 | -0.4 | -1.9 | 8.3 | 1.7 | 23.0 | 25.0
CCCCn1nnnc1NCc1ccc(OC)c(OC)c1 | 5.7 | 0.0 | 5.9 | -3.4 | -4.0 | 16.9 | 1.7 | -6.2 | -0.1
CN(C)S(=O)(=O)c1cc(NC(=O)CN2CCN(c3ccc(O)cc3)CC2)ccc1Cl | -10.8 | -4.8 | -0.1 | -6.6 | -5.8 | -8.0 | 1.8 | -13.8 | 43.2
c1ccc(-n2cc(CN3CCCC3)c(-c3ccc4c(c3)OCO4)n2)cc1 | 33.9 | -8.0 | 2.5 | 3.5 | -3.2 | -9.9 | -0.9 | 4.7 | 1.2

(more compounds)
SMILES	SENP6 inh	HKDC1 inhibitor	SENP8 block-1	SENP7 inh	MIN6 prolif	SENP8 block-2	SENP1 FRET inh	UBC13 polyUb	PfG6PD inh
CCC(C)NC(=O)NCc1ccccc1F (stereo not drawn)	-23.6	-9.7	0.5	-1.6	-0.9	7.8	2.2	2.0	25.4
CCOC(=O)C1(Cc2ccccc2C(F)(F)F)CCN(C2CCCC2)CC1	-35.6	-6.2	-0.7	0.8	1.2	9.3	0.0	10.7	-9.4
Cc1ccc(C(=O)COC(=O)CCc2ccc(S(=O)(=O)N3CCCCC3)cc2)cc1	9.4	8.1	1.2	-8.5	-1.6	10.4	-10.2	-2.2	-10.4
CC(=N/O)/C(C)=N\NC(=O)c1ccccn1	-5.1	-8.7	-6.2	-2.9	-1.9	2.7	0.8	5.6	-10.1
Cc1cccc(C)c1NC(=O)CSc1nnc(NC(=O)CN2CCOCC2)s1	-19.7	-1.0	-0.1	6.7	1.0	7.5	0.8	-0.6	-22.6
COc1cccc(CN2CC(C(=O)NCCN3CCOC3=O)CCC2=O)c1 (stereo not drawn)	-3.6	1.7	18.9	3.7	-1.5	3.1	1.5	2.6	-13.3
CC(C)NC(=O)c1cccc(NC(=O)CC2SC(N3CCCCC3)=NC2=O)c1 (stereo not drawn)	1.2	1.3	3.4	1.3	-2.6	17.4	2.8	1.1	-9.7
CCCNC(=S)N1CCC(NC(=O)C23CC4CC(CC(C4)C2)C3)CC1	-29.8	-3.0	-1.1	-5.0	0.1	13.8	2.3	7.3	-1.2
COc1ccc([N+](=O)[O-])cc1NC(=O)CSCc1ccccc1	0.5	19.1	-5.5	1.6	1.8	32.7	1.9	10.2	16.1
Cc1ccccc1OCc1csc(N)n1	-28.8	-6.3	-11.3	-13.6	3.1	12.9	0.9	-5.8	10.0
COc1cccc(N2C(=O)C(c3ccccc3)=C(c3nc4ccccc4s3)C2NC(C)=O)c1 (stereo not drawn)	-3.5	8.3	-4.1	-2.6	-6.5	-15.7	-39.3	-8.9	0.9
Cc1ccc(C2=NN(C(=O)CSc3nnnn3C)C(c3ccco3)C2)cc1 (stereo not drawn)	2.1	-1.9	-5.9	-6.5	-0.4	1.1	-0.3	-2.6	-3.6
CSc1ccc(CNCCN2CCOCC2)cc1	-25.3	-0.6	-9.9	-9.7	-0.2	7.4	1.6	14.4	-2.4
COCCNc1ccc(-c2nn(C)c(=O)c3ccccc23)cc1[N+](=O)[O-]	2.7	3.3	0.0	0.5	-1.4	35.8	3.4	-52.9	8.5
Cn1cc(/C=C(\C(=O)O)C(C(=O)O)=C2CCCCC2)c2ccccc21	10.0	-3.1	6.9	1.0	-3.7	-15.7	-5.7	-4.6	-21.5
O=C(N/N=C/c1ccccc1O)C(=O)Nc1ccccn1	6.5	-17.1	17.0	27.9	-2.1	5.5	21.2	6.6	-22.9
CN(C)CCCNc1ncnc2c1cnn2-c1ccccc1	-2.7	-7.3	2.0	2.9	-1.4	-30.1	0.1	5.8	8.3
O=C(CSc1nnc(-c2ccco2)n1Cc1ccccc1)NCc1ccccc1	-1.5	-1.4	0.4	0.6	1.6	3.0	0.5	6.2	3.1
CCCCCCNC(=O)Nc1ccccc1	-16.2	-1.8	-10.0	4.3	8.2*	2.4	4.0	5.3	-4.0
CC(=O)c1cccc(NC(=S)NC(=O)c2ccc(Cl)cc2)c1	-2.9	-5.9	-7.8	0.7	0.0	17.2	2.2	1.6	7.4
Cc1cc(=O)oc2cc(OCC(=O)N3CCCC3)c(Cl)cc12	7.3	7.0	-3.0	0.5	-1.5	i	-13.5	8.4	6.2
O=C(CCS(=O)(=O)c1ccccc1)Nc1ccc(Cl)cn1	-15.4	-3.7	-0.2	-5.6	-1.8	10.8	1.9	1.6	-4.6
CCN(C[C@H]1N[C@@](C)(C(=O)OC)[C@H]2C(=O)N(Cc3ccccc3)C(=O)[C@@H]12)C(=O)COC	-16.1	-6.2	-18.3	-7.9	0.0	8.6	0.7	-8.2	-8.2
O=c1c2ccccc2nnn1CSc1nc2cc(Cl)ccc2c(=O)n1Cc1ccco1	-4.4	-2.7	-11.3	-1.0	-2.1	.	.	-16.0	-22.2

From PubChem BioAssay
